Screening data deposited in PubChem BioAssay by National Center for Advancing Translational Sciences (NCATS).
GAA inhib: blocks human lysosomal alpha-glucosidase; AID 1466; 200,000 tested, 0.005% active; purified human GAA, 4-MU-alpha-glucoside fluorescence; Potency, µM (doses to about 76.9 µM), without a hit: at the top dose activity change, negative = inhibition, most hits filed as inhibitors; P10253;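 also: plate controls were uninhibited enzyme wells for no effect and no-enzyme background for full effect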
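qHTS format, compound range up to 77 uM. Human lysosomal enzyme at 4 nM, 400 uM 4-MU glucoside substrate, pH 5.0, 20 min room temperature; fluorescence after alkaline stop gives activity normalized to controls.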
RGS12 GoLoco inh: RGS12 GoLoco-Gai1 interaction inhibition | Gai1:RGS12 GoLoco peptide FP, rhodamine, 10 min | Potency, µM (doses to about 61.6 µM), inactives show top-dose activity, negative = inhibition, usual class: inhibitors | 230,000 tested, 0.44% active | AID 880; active = well fitted inhibition curve with a large enough effect, not every such curve was filed as active; inactive = no such curve, though single readings can be large or run the other way; also: % is scaled to controls: 0 for no effect and ±100 for the full control effect; nearly all actives have a fitted effect of over 30% in size; many of its hits are not listed in these tables
Target sequence (P63096 whole entry, looked up): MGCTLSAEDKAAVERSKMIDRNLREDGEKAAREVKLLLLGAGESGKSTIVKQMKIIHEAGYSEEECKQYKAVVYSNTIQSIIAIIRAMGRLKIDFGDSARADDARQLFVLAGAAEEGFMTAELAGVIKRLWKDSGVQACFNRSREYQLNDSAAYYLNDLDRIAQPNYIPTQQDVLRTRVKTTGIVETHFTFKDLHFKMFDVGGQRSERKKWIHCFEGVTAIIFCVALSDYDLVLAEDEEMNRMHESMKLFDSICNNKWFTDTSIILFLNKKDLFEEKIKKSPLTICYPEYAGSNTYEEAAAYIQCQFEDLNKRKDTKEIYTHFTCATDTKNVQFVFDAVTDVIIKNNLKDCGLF
HTT ATP protect: Huntington cell model cytoprotection by ATP luminescence. AID 1471. Potency, µM (highest dose often 56.4 µM), for inactives: cytoprotection (ATP increase), usual class: activators. PC12 HTT-Q103 induced, cytoprotection, ATP luminescence, 40 h. 230,000 tested, 0.14% active;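 also: % of control where 0% means no effect; nearly all actives have a fitted effect of over 45% in size; toxic huntingtin expression switched on by the ecdysone agonist tebufenozide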
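Compounds were screened for protection of PC12 cells against cell death after tebufenozide induction (100 nM final) of mutant Huntingtin exon 1 (Q103) fused to GFP.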
GAA spleen mod: inhibitors or activators of human alpha-glucosidase in spleen homogenate; P10253; human spleen homogenate, 4-MU-alpha-glucoside fluorescence; Potency, µM (titrated, usually from 79.9 µM), without a hit: top-dose activity change, negative = inhibition, actives largely listed as inhibitors; 240,000 tested, 0.006% active; AID 2112;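 also: 0% = enzyme with vehicle and -100% = no enzyme basal signal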
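Enzyme source: human spleen homogenate, 1 ug/well. Buffer 50 mM citric acid/K phosphate pH 5.0, 0.01% Tween-20. 4-MU-alpha-glucoside 1 mM; 37 C x 40 min; NaOH/glycine stop; fluorescence.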
HttQ103 aggreg: reduces HttQ103-GFP aggregates in PC12 cells. AID 1688. 220,000 tested, 1.1% active. PC12 HttQ103-GFP aggregates, Acumen cytometry, 40 h. Potency, µM (doses to about 46.1 µM), inactives show top-dose activity change, negative = inhibition, most hits filed as inhibitors; also: % is scaled to controls: 0 for no effect and ±100 for the full control effect; nearly all actives have a fitted effect of over 60% in size
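Ecdysone-promoter PC12 model expressing HTT exon 1 Q103 fused to GFP, induced by tebufenozide at 100 nM final. Compounds titrated; aggregates sized 1–25 µm scored on a 488 nm laser cytometer.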
GAA glycogen: inhibitors or activators of human alpha-glucosidase glycogen cleavage | P10253 | recombinant GAA, glycogen substrate, Amplex Red glucose oxidase fluorescence | Potency, µM (highest dose often 76.4 µM), for inactives: top-dose activity change, negative = inhibition, hits mostly inhibitors | 300,000 tested, 0.38% active;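 also: 0% = full enzyme reaction and -100% = no-enzyme basal signal; the screen sought inhibitors and activators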
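Natural-substrate format: glycogen cleavage by 4 nM human enzyme, glucose read by Amplex Red coupling (Ex 573, Em 610 nm). Normalized to enzyme and no-enzyme controls.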
IMPase Li cell: membrane-permeable IMPase blocker, potentiated with lithium; Potency, µM (titrated, usually from 59.4 µM), inactives show top-dose activity, negative = IMPase inhibition, hits mostly inhibitors; 210,000 tested, 0.35% active; CHO-M1 cells, IP1 TR-FRET (IP-One), carbachol + lithium;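 also: IP1 builds up when IMPase is blocked and the TR-FRET signal falls; plate controls were basal vehicle for no effect and high inhibitor control for full effect; nearly all actives have a fitted effect of over 50% in size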
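Steps: plate 2000 CHO-M1 cells per well and culture 16–30 h; add compound and lithium; incubate 30 min, 37C; add d2-IP1 tracer and Eu cryptate anti-IP1 antibody in lysis buffer; read after 10 min at room temperature.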
* hit, by the source's call; u = inconclusive; x = not tested or not shown; & = joins results of further samples; [ ] = dose if it differs, or a comment. Unless noted, calls follow the shape of the dose curve; as a rule, active = well fitted curve in the direction sought with a large enough effect; inconclusive = small, poorly fitted or top-dose-only effect, or another doubt; inactive = no such curve, though single readings can be large; an effect the other way counts as inactive or inconclusive. Potency is read from the fitted curve at half-maximal effect.

SMILES	HttQ103 aggreg	GAA inhib	GAA spleen mod	GAA glycogen	HTT ATP protect	IMPase Li cell	RGS12 GoLoco inh
Cc1nc(-c2ccc(-c3ccc(C(=O)N4CCc5cc6c(cc54)C4(CCN(C)CC4)CO6)cc3)c(C)c2)no1	x	x	7.3%&-8.5%	x	-76.9%[inhibitor]	18.6%&32.2%	13.6%&21.0%
COc1cccc(C2(C#N)CCN(C)CC2)c1	-3.7%	2.6%	-13.3%	3.4%	-1.1%	-1.1%	3.7%
C/C(=N\N1CCN(C)CC1)c1c(O)n(Cc2ccccc2)c(=O)[nH]c1=O	10.6%	-3.6%	-0.5%	11.3%	18.6%[10 µM]	5.4%	4.4%
O=c1[nH]c(=O)n(CCc2ccccc2)c(O)c1C=NCCCn1ccnc1	-3.5%	-7.2%	0.0%	5.9%	7.2%	26.8%[38.3 µM]	9.9%
CCCCC(CC)COC(=O)c1ccccc1C(=O)OCC(CC)CCCC (stereo unspecified)	x	x	3.3%	x	-12.9%	12.4%	-49.6%
CCc1c(C)nc(N)nc1N1N=C1SCCOc1ccccc1	u	5.1%	-10.0%	4.9%	-19.6%[10 µM]	6.7%	-1.1%
CC12CN3CCN(C1)CC(C)(C3)C2=NN	27.2%[9.22 µM]	x	1.8%	-1.7%	-10.0%[10 µM]	x	9.5%
CCc1c(C)nc(N)nc1N1N=C1SCC(N)=O	-5.1%	-4.3%	-3.6%	20.0%	15.9%[10 µM]	14.8%[38.3 µM]	5.9%
CCC(=O)Nc1ccc(Cl)c(Cl)c1	x	x	-2.0%	x	x	5.0%	7.5%
COc1ccc(N2CC2c2ccncc2)cc1 (stereo unspecified)	-7.3%	12.4%	-1.1%	u	8.2%	0.3%	9.8%
O=P(c1ccccc1)(c1nc2ccccc2s1)N1CCOCC1 (stereo unspecified)	6.1%	u	5.3%	9.2%	29.2%	18.2%[38.3 µM]	-6.8%
COc1ccc(C2CC(c3cccs3)=NN2c2nc(C)c(C(C)=O)s2)cc1OC (stereo unspecified)	u	u	0.1%	-6.9%	-26.2%	-17.5%	46.9%[activator]
CN1CCN(c2ccc(F)cc2N)CC1	-1.3%	-14.7%	x	-0.6%	u	-4.8%	15.0%
CCCCC/C=C\C/C=C\C/C=C\C/C=C\CCCC(N)=O	x	x	2.3%&0.8%&8.1%	x	-0.4%&-17.8%&15.3%	-2.0%&-1.2%&18.5%	2.6%&4.6%&-1.4%
CN1CCN(Cc2nnc3n2-c2ccc(Cl)cc2C(c2ccccc2)=NC3)CC1	2.2%	2.3%	5.9%	9.9%	21.0%[10 µM]	5.2%	-4.2%
Cc1cc(C)n2nc(SC(C)C(=O)N3CCC4(CC3)OCCO4)nc2n1 (stereo unspecified)	6.4%	-4.6%	-3.1%	2.3%	2.6%	-0.2%[38.3 µM]	0.3%
CCOP(=S)(OCC)c1ccc(N(C)C)cc1	-7.0%	0.6%	-2.6%	-3.8%	3.4%	41.3%[activator][38.3 µM]	7.8%
c1ccc2c(c1)ccc1cc3c(ccc4ccccc43)cc12	x	x	5.3%	x	-11.4%	u	4.7%
CC1NCCOC1c1ccccc1 (stereo unspecified)	7.5%	x	x	x	6.5%	x	-0.5%
O=c1[nH]c(=O)n(-c2ccccc2)c(O)c1/C=C1/C(c2ccccc2)=Nc2ccccc21	-14.6%	-9.8%	7.1%	2.3%	-27.5%[10 µM]	-13.1%	44.6%[activator]
Cn1cccc1/C=C1/C(=O)NC(=O)N(C(C)(C)C)C1=O	-20.1%[9.22 µM]	x	-1.0%	-12.6%	23.4%[10 µM]	x	11.2%
CCCCC(=O)N/N=C/c1c(O)n(-c2ccccc2)c(=O)[nH]c1=O	-7.0%[9.22 µM]	x	-1.9%	4.6%	-4.4%[10 µM]	x	14.7%
CN1[C@@H]2CC[C@H]1CC(O[C@@H](c1ccccc1)c1ccc(Cl)cc1)C2 (stereo partly specified)	x	x	0.2%	x	-80.0%[inhibitor]	37.4%[activator]	-15.1%
Cc1c(C(c2ccc(Cl)cc2Cl)c2c(O)c3ccccc3oc2=O)c(=O)n(-c2ccccc2)n1C (stereo unspecified)	22.4%	-2.8%	-0.9%	2.3%	-4.9%	2.5%	-2.3%
CCN1CCN(c2ccc(NC(=O)C(C)C)cc2Cl)CC1	-1.3%	1.3%	-6.1%	0.4%	-16.5%	6.0%[38.3 µM]	2.7%
CCC(C)NC(=O)c1c(N)n(CC2CCCO2)c2nc3ccccc3nc12 (stereo unspecified)	-8.6%	u	-1.8%	-18.8%	-22.7%	2.5%[38.3 µM]	3.6%
C=CCn1c(O)c(C(C)=NCCN2CCN(C(=S)NC)CC2)c(=O)[nH]c1=O	-16.0%[9.22 µM]	x	-3.7%	-8.3%	-7.3%[10 µM]	x	4.6%
C1=C(c2c[nH]c3ccccc23)CCNC1	3.5%	-2.1%	-0.3%	13.2%	-4.3%	x	x
CN(C)c1ccc(/C=C/[N+](=O)[O-])cc1	14.0%	0.8%	-1.0%	6.0%	30.9%[10 µM]	25.2%	63.6%[activator]
O=C1NC(=O)C(=Cc2cn(CCOc3ccc4c(c3)OCO4)c3ccccc23)C(=O)N1	2.9%	-1.4%	2.8%	u	4.8%[10 µM]	u	109.2%[activator]
Nc1c(C(=O)NCCCc2ccccc2)c2nc3ccccc3nc2n1Cc1cccs1	u	u	-7.9%	2.8%	-41.2%[inhibitor]	31.2%[38.3 µM]	20.8%
CCOC(C(=O)OCC(O)CN(CC)CC)(c1ccccc1)c1ccccc1 (stereo unspecified)	6.6%	-10.8%	-6.4%	-4.1%	-14.5%	2.3%[38.3 µM]	5.9%
Cc1ccc(/C=C2\C(=O)NC(=O)N(CC3CCCO3)C2=O)s1 (stereo unspecified)	6.2%[9.22 µM]	x	-3.5%	-3.1%	5.6%[10 µM]	x	12.6%
OC12ONC(c3ccccn3)C1N1CCC2CC1 (stereo unspecified)	x	-1.0%	-10.7%	3.6%	x	-0.7%	10.5%
Cc1ccc(S(=O)(=O)Cc2ccc(C(=O)N3CCC4(CC3)OCCO4)o2)cc1	-5.7%	-4.4%	1.4%	8.1%	-7.1%[0.074 µM]	14.5%[38.3 µM]	-1.8%
CCCC1COC(Cn2cncn2)(c2ccc(Cl)cc2Cl)O1 (stereo unspecified)	-0.8%	-0.8%	-1.8%&-9.5%	2.8%	-7.5%	1.6%[38.3 µM]	-1.0%
COc1ccc(C(=O)OC2CC[C@@]3(C)C4CCC5[C@]6(O)CC(O)[C@@]7(O)C(CN8CC(C)CCC8[C@@]7(C)O)[C@]6(O)C[C@@]53O[C@]24O)cc1OC (stereo partly specified)	10.1%[9.22 µM]	x	1.1%	-4.6%	6.7%[10 µM]	x	0.4%
CN1C2c3ccccc3C3C4c5ccccc5C(C31)C(C2[N+](=O)[O-])N4C (stereo unspecified)	-17.4%[9.22 µM]	2.7%[15.4 µM]	2.7%	3.9%	-8.8%[10 µM]	x	-11.4%
CCN1C(=O)C(=Cc2ccc(N3CCOCC3)o2)C(=O)N(CC)C1=S	19.8%[9.22 µM]	x	5.0%	6.0%	10.7%[10 µM]	x	260.6%[activator]
O=P(c1ccccc1)(c1ccccc1)N1CC2(CC2)CC(O)(c2ccccc2)C1 (stereo unspecified)	x	x	2.5%	x	-47.7%[inhibitor]	4.1%	5.8%
CCOC(=O)N(CC)c1ccc(C(O)(C(=O)OCC)C(F)(F)F)cc1 (stereo unspecified)	-9.3%	2.7%	4.3%	-4.6%	-1.1%	11.7%[38.3 µM]	7.1%
Cc1nnc2ccc(-c3cccc(C(F)(F)F)c3)nn12	x	x	-9.3%	x	-24.1%	-0.3%	4.1%
Cc1ccc(-n2cc(CNC(C)Cc3cnccn3)c(-c3cccc(C)c3)n2)cc1 (stereo unspecified)	-15.7%	-9.8%	-4.3%	-13.8%	-44.7%[inhibitor]	10.7%	14.0%
CCOc1ccc(NC(=O)c2c(C)nn(Cc3ccccc3)c2Cl)cc1	-1.4%	-4.8%	0.7%	-3.9%	-13.9%[10 µM]	x	x
CCC(NC(=O)OC(C)(C)C)C(=O)Oc1cc(C)cc2oc(=O)c3c(c12)CCC3 (stereo unspecified)	-27.1%	-0.5%	-5.4%	0.4%	-4.1%	6.6%[38.3 µM]	-20.4%
O=P1(NCCCn2cc[n+](Cc3nc4ccccc4[nH]3)c2)C=C(c2ccccc2)OC(c2ccccc2)=C1	-4.0%[9.22 µM]	x	2.7%	7.8%	7.2%[10 µM]	x	-13.2%
Oc1cccc(Cl)c1	x	x	6.6%	x	9.1%	3.8%	8.5%
C[C@]12CCC3C(CC[C@H]4C[C@H](O)CC[C@]34C)C1CC[C@@H]2C(=O)CO (stereo partly specified)	x	x	11.1%	x	x	9.3%	-4.2%
COc1ccc2c(c1OC)CN1CCc3cc4c(cc3[C@H]1C2)OCO4	-3.5%[20.6 µM]	x	4.4%[29.1 µM]	x	-75.4%[inhibitor][17.1 µM]	6.3%	6.2%[21.6 µM]
CCN1CCN(C(=O)COc2ccc3c(c2)C(=O)CC2(CCN(C(C)=O)CC2)O3)CC1	6.4%	-6.5%	2.6%	-10.7%	-49.6%[inhibitor]	-21.9%[38.3 µM]	-10.5%

Continued:
SMILES	HttQ103 aggreg	GAA inhib	GAA spleen mod	GAA glycogen	HTT ATP protect	IMPase Li cell	RGS12 GoLoco inh
[N-]=[N+]=CC(=O)OCC(N)C(=O)O (stereo unspecified)	1.5%	x	2.7%	x	u	-0.1%	-7.5%
c1ccc(OCC2CO2)cc1 (stereo unspecified)	x	x	-2.2%	x	-12.7%	-16.3%	1.1%
COc1cc(/C=C2/C(=O)N(c3ccccc3)N=C2C)ccc1OS(=O)(=O)c1ccccc1	u	-6.1%	0.3%	4.0%	-16.6%[10 µM]	14.4%	11.6%
Cc1ccc(N)cc1Cl	x	x	-1.4%	x	3.0%	3.4%	-8.2%
c1ccc(Nc2ccc(Nc3ccccc3)cc2)cc1	x	x	-13.0%	x	-101.9%[inhibitor]	33.3%[activator]	3.7%
O=C1CC2OCC=C3CN4CC[C@@]56c7ccccc7N1C5C2C3CC46 (stereo partly specified)	x	x	-13.1%	x	u	-4.4%	-20.9%
c1cc(C2N3CCCN2CC3)ccn1 (stereo unspecified)	-11.4%[9.22 µM]	x	0.3%	4.1%	2.2%&-1.7%[10 µM]	-1.0%	-1.0%[14.2 µM]
CCC1CCCCN1CC(=O)c1ccc(OC(F)F)cc1 (stereo unspecified)	-4.9%	7.2%	1.6%	-1.5%	27.9%[10 µM]	x	x

An excerpt, so the mix of outcomes need not match the whole.
